DAGLB inhibitor = diacylglycerol lipase beta (human) inhibition; Q8NCG7; HEK293T DAGLB membrane lysate, EnzChek fluorogenic substrate; inhibition, % at 5.17 µM; hit rate 0.059% among 340,000; AID 504411; in the data active = inhibition above about 34%;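 also: 0% = enzyme with vehicle and 100% = wells lacking enzyme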
Arr AP2 block = inhibitors of human beta-arrestin and AP2 interaction; FITC-arrestin peptide / GST-AP2 beads, flow cytometry; AP2 beta2 appendage carries R879A mutation; inhibition, % at 10 µM; hit rate 0.31% among 340,000;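 active = inhibition above a set limit, near 3 SD of compounds lacking own fluorescence, cut at about 54% in these data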;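 also: plate controls were DMSO wells for no effect and 5 µM unlabelled arrestin peptide for full effect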
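Material – GST-tagged AP2 beta2-adaptin appendage (R879A) on 4 µm glutathione beads · Probe or stimulus – fluorescein-tagged arrestin peptide at 50 nM final · Timing – 12 min plus 1 h, RT · Detection – bead flow cytometry, FITC channel · Read-out basis – inhibition as reduced fluorescein signal on beads, percent · Medium – PBS plus Tween 20 (0.05%) and BSA (0.1%)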
CAL PDZ FP-1 = CAL PDZ (human) peptide binding inhibition; purified CAL PDZ, TMR-peptide fluorescence polarization, 1 h; inhibition, % at 24.9 µM; hit rate 0.92% among 300,000; AID 602252;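 active = mean inhibition of at least 30% with at least half of replicates also reaching 30%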;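 also: 0% = DMSO neutral control and 100% = excess unlabeled competitor peptide PRC23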
NSD2 inh = NSD2 (human) methyltransferase inhibition; O96028; NSD2 peptide methylation, AlphaScreen, 120 min; inhibition, % at 12.5 µM; hit rate 0.54% among 310,000; in the data active = inhibition above about 50%
Target sequence (O96028 whole entry, looked up): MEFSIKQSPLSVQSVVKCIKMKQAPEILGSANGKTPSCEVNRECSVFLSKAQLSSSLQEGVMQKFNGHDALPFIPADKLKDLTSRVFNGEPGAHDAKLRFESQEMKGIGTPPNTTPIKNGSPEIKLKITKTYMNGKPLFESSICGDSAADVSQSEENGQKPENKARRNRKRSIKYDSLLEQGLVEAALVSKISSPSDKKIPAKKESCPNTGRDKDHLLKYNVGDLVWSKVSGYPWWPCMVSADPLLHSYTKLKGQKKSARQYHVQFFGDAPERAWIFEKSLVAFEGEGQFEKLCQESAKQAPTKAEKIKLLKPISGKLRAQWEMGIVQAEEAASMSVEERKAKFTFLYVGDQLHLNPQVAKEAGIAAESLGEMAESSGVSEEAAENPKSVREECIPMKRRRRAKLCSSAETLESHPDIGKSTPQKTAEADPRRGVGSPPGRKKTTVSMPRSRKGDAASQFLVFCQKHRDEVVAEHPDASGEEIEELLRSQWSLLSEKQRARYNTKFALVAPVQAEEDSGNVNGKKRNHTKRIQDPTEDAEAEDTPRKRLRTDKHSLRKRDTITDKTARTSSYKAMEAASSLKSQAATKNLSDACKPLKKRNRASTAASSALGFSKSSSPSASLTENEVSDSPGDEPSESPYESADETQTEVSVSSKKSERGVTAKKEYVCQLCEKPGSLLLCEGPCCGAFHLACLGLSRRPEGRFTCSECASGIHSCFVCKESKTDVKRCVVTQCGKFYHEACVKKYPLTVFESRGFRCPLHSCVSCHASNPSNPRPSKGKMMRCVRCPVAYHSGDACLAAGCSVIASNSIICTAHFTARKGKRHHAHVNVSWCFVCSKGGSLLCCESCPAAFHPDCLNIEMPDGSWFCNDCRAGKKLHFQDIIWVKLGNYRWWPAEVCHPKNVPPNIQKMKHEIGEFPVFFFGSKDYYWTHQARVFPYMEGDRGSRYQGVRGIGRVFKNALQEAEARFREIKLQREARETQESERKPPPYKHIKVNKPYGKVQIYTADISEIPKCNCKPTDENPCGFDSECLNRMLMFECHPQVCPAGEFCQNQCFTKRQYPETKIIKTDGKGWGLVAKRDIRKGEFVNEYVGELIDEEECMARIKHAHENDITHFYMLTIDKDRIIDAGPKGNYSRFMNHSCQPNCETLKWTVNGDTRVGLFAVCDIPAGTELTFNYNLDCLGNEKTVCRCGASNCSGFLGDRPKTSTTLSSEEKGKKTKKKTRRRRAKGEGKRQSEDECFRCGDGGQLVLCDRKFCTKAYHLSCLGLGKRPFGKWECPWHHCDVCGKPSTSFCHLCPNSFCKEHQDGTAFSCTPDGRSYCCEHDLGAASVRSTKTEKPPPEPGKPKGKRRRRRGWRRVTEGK
V-ATPase pHluor = regulators of yeast V-ATPase proton transport. S. cerevisiae, pHLuorin cytosolic pH fluorescence. response, % at 10 µM. hit rate 0.37% among 350,000; in the data active = response mostly above about 7.3%, no sharp cut-off; inactive = mostly below about 5.4%; also: actives read high; inactives centre near 0; some compounds called inactive have numbers as strong as hits
Keap1 Nrf2 FP = disrupts human Keap1 binding to Nrf2 peptide; Keap1 Kelch-Nrf2 peptide fluorescence polarization, 1536-well; inhibition, % at 9.4 µM; hit rate 0.15% among 340,000; AID 504523; in the data active = inhibition above about 12%;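 also: human Keap1 Kelch domain with fluorescein labeled Nrf2 9mer peptide probe; 0% = neutral control wells and 100% = peptide positive control; higher means more block of Keap1 binding to Nrf2 peptide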
Cardiac RTF inh = cardiac RTF calcium desensitization | P19429+P45379 | inhibition, % at 7.15 µM | hit rate 0.12% among 340,000 | AID 493244 | IANBD-labeled cardiac RTF, Ca2+ fluorescence;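 active = inhibition above the mean inhibition of all tested compounds plus 3 SD, cut at about 17% in these data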;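 also: assay run at fixed EC70 calcium of 1.6 mM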
DSG3 Ab inh = human desmoglein-3 autoantibody binding inhibition; hit rate 0.48% among 310,000; binding (percent of control), % at 10 µM; AID 588358; DSG3-coupled beads, scFv-anti-DSG3-GFP binding, flow cytometry; active compounds read low;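 active = binding more than 3 SD below its plate's average and above zero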;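 also: hits lower antibody fragment binding to DSG3; some compounds called inactive have numbers as strong as hits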
C-LANA FP = blocks KSHV LANA C-terminal domain binding to DNA; MBP-C-LANA/FAM-LBS DNA binding, fluorescence polarization; inhibition, % at 9 µM; hit rate 0.078% among 340,000; AID 504423;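 active = highest replicate inhibition at or above 60% at 9 µM, even if other replicates fall short; inactive = all replicates below 60% inhibition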;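 also: 0% = neutral control wells and 100% = 4 µM acridine orange control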
CAL PDZ FP-2 = blocks peptide binding to human CAL PDZ domain. inhibition, % at 20 µM. hit rate 0.02% among 330,000. Q9HD26. AID 504414. purified CAL PDZ, TMR-peptide fluorescence polarization, 1 h;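 active = highest replicate inhibition of at least 40%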;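 also: plate controls were DMSO neutral control wells for no effect and unlabeled competitor peptide control wells for full effect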
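Material: tagged CAL PDZ protein CerCALP, purified; buffer or medium: sodium phosphate/NaCl buffer pH 7.4 with TCEP, IgG, Thesit; also added: fluorescent TMR peptide probe; schedule: 1 h incubation at room temperature before polarization reading; technique: fluorescence polarization from S- and P-plane intensities, G-factor corrected; control set: unlabelled peptide and DMSO controls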
Active calls of the source: *; / = not tested or not shown. Not all compounds are listed; rates above refer to the full screens.

SMILES | DAGLB inhibitor | Arr AP2 block | CAL PDZ FP-1 | NSD2 inh | V-ATPase pHluor | Keap1 Nrf2 FP | Cardiac RTF inh | DSG3 Ab inh | C-LANA FP | CAL PDZ FP-2
O=C(Nc1ccccc1N1CCOCC1)c1ccc(Br)o1 | -4 | 16 | -1 | -3 | 11 | 5 | 0 | 89 | -3.4 | -0.8
Cc1ccc(S(=O)(=O)N2CCN(C(=O)CN3CCCSc4ccccc43)CC2)cc1 | 3 | 1 | 3 | -1 | 6 | -1 | 5 | 110 | -1.8 | -0.4
O=c1cc(O)c2ccc(O)cc2o1 | 0 | -8 | -2 | / | 1 | 0 | -7 | 96 | 2.1 | 0.6
COc1ccccc1NC(=O)Nc1ccc(C(=O)N2CCCCC2)cc1 | 2 | 8 | 6 | -1 | 1 | -5 | -18 | 93 | -0.5 | -1.3
O=C(NNC(=O)c1ccccc1[N+](=O)[O-])c1ccccc1[N+](=O)[O-] | 1 | 39 | 3 | -2 | 0 | 3 | 9 | 99 | -1.5 | -0.2
Cn1ncc2c(NCCc3ccccc3)nc(Cl)nc21 | -2 | 4 | -5 | -4 | -2 | -1 | -1 | 118 | 3.7 | -2.8
CCN(CC)c1ccc(/C=N/NC(=O)c2ccc(Br)o2)cc1 | 4 | 3 | -3 | -1 | 0 | -2 | -5 | 92 | 0.1 | 0.0
O=C(NCc1ccccc1)c1cccc(COc2ccc(Cl)cc2)c1 | -5 | -3 | -5 | -1 | 0 | -1 | -9 | 111 | -0.3 | -2.6
CCCCCC1CCC(c2ccc(C(N)=O)cc2)CC1 (configuration not stated) | -3 | 23 | -2 | / | 1 | 4 | -14 | 107 | 0.2 | /
COc1ccc(NC(=O)CC2C(=O)NC3CCCCC3N2C(=O)c2ccc(F)cc2)cc1 (configuration not stated) | -8 | -1 | -5 | -2 | 1 | -1 | -17 | 96 | 0.0 | -2.1
CC(C)(C)OC(=O)NCc1ccc(CNC(=O)c2nc[nH]c2C(=O)NCc2ccccc2)cc1 | -2 | 20 | 0 | / | -8 | -1 | 5 | 103 | 0.8 | 0.5
c1ccc(CSc2ccc3nnc(-c4cccnc4)n3n2)cc1 | -1 | -8 | 4 | 1 | 1 | 2 | -5 | 98 | 1.0 | -1.0
CC(N=C1CC(C)(C)CC(=O)/C1=C(/O)CCCN1C(=O)c2ccccc2C1=O)C(=O)O (configuration not stated) | -1 | -11 | -3 | 0 | -2 | 5 | -6 | 101 | -0.1 | -2.4
CC1CCN(C(=O)c2[nH]cnc2C(=O)NC2CCN(C(=O)OC(C)(C)C)CC2)CC1 | -3 | 27 | 1 | / | 0 | -1 | -2 | 104 | -0.5 | 0.1
COC(=O)/C(=C/Nc1ccc(O)cc1)[N+](=O)[O-] | 0 | 4 | 66* | / | 6 | 5 | -1 | / | -3.0 | 0.4
CCOC(=O)c1[nH]c2ccc(Cl)cc2c1NC(=O)c1nonc1C | -6 | 5 | -4 | -6 | 1 | -3 | -4 | 101 | -0.7 | -3.6
O=C(Oc1cccc2cccnc12)c1ccc(N2C(=O)C3C4CCC(C4)C3C2=O)cc1 (configuration not stated) | -2 | 14 | 1 | -3 | 2 | 1 | -7 | 99 | 0.9 | 0.2
O=C(Cc1cccc([N+](=O)[O-])c1)Nc1cccc(C(=O)N2CCCC2)c1 | 0 | 34 | -1 | / | -4 | -1 | 11 | 100 | -2.8 | -1.3
COc1ccc(CNC(=O)C/C(C)=N/NC(=O)COc2cccc(C)c2)cc1 | -5 | 5 | -1 | -2 | -2 | 3 | 0 | 102 | 1.9 | -0.7
Cc1cc(C)nc(NC(=O)c2c(-c3ccccc3Cl)noc2C)c1 | -4 | -16 | -3 | -1 | 2 | 2 | 4 | 99 | 0.2 | -1.4
CCOC(=O)NCN1C(=O)C2C3C=CC(C3)C2C1=O (configuration not stated) | 0 | 10 | -2 | 1 | -1 | -7 | -3 | 102 | -0.2 | -1.9
Cc1cc(=O)oc2cc(OC(C)C(=O)NCCCN3CCCC3=O)c(Cl)cc12 (configuration not stated) | -1 | 12 | 3 | -4 | -5 | -6 | 0 | 94 | 1.2 | -1.9
O=C(CN1CCN(Cc2ccccc2)CC1)Nc1nc2ccccc2s1 | -2 | -15 | -2 | 0 | 1 | 2 | 1 | 91 | 2.0 | -1.7
O=C(/C=C/c1ccccc1)NCCc1nc2ccccc2[nH]1 | -1 | 5 | -4 | -2 | -3 | -1 | -4 | 96 | 1.4 | 0.8
CC(=O)C(=Cc1ccc(C(=O)O)cc1)C(C)=O | 0 | 0 | -1 | -21 | 0 | -2 | -9 | 102 | 1.4 | -0.9
COc1ccccc1CCNC(=O)C1CCC(=O)N(C2CCCCCC2)C1 (configuration not stated) | -1 | -19 | 0 | -4 | 0 | 5 | -5 | 102 | -0.2 | 0.2
Cc1ccc(S(=O)(=O)N2CCOCC2)cc1C(=O)Nc1cccc(S(=O)(=O)N2CCCC2)c1 | 1 | -3 | -3 | 1 | 0 | -3 | -6 | 96 | -0.8 | -0.8
c1ccc(-c2nnc(SCc3nc4ccccc4[nH]3)n2Cc2ccco2)cc1 | 2 | 7 | / | 4 | -3 | 1 | -5 | 95 | -1.9 | -3.0
CS(=O)(=O)c1ccc(Cl)c(NC(=O)C2CC(=O)N(Cc3ccccc3)C2)c1 (configuration not stated) | 1 | -6 | 6 | 7 | 3 | -2 | -1 | / | -2.0 | -0.4
O=C(CN1CCN(c2cccc(Cl)c2)CC1)N1CCCC1 | -1 | -3 | 3 | 13 | -2 | -2 | -12 | 99 | -0.7 | 0.1
CCc1cc(C(=O)N(C)CC(=O)N(CC(C)C)c2c(N)n(CC(C)C)c(=O)[nH]c2=O)sc1C | 0 | 2 | -5 | / | 3 | 3 | -5 | / | 1.1 | -2.2
COC(=O)c1ccccc1OCCOc1ccccc1C(=O)OC | 1 | 20 | 7 | -2 | 1 | 0 | -9 | 107 | -1.8 | -3.2
CCCCN1C[C@H](COC(=O)CCC)Oc2cccc(F)c2S1(=O)=O | -8 | -8 | -4 | / | 3 | -3 | -5 | 91 | 0.0 | -0.2
CC(C)c1nnc(NC(=O)Cc2cccs2)s1 | 3 | 0 | -2 | / | -2 | -8 | -6 | 99 | 0.5 | 0.0
CCCCOc1ccc(C(=O)NCc2ccco2)cc1 | -5 | 8 | -3 | / | -1 | -2 | 3 | / | -0.1 | -1.1
COc1ccc(NC(=O)CN2C(=O)NC(c3ccccc3)(c3ccccc3)C2=O)cc1 | 0 | 0 | -1 | 3 | 0 | -5 | 1 | 97 | -1.2 | -0.6
CC1C2NC(=O)N(Cc3ccccc3)C1(C)Oc1ccccc12 (configuration not stated) | -1 | 9 | 3 | -1 | -2 | -5 | -1 | 99 | -0.1 | -1.9
CC(=O)N1C(C(=O)O)CSC1c1ccc(C)cc1 (configuration not stated) | -1 | -1 | / | / | -2 | -5 | -5 | 106 | 0.2 | 0.0
NS(=O)(=O)c1ccc(NC(=S)NC(=O)c2ccc(-c3ccccc3)cc2)cc1 | 0 | 0 | -2 | -5 | -4 | -3 | 1 | 113 | -0.4 | -0.4
Cc1nc(Cl)c(N=Cc2cccc([N+](=O)[O-])c2)c(Cl)n1 | 3 | -3 | / | -1 | 4 | 2 | -15 | 123 | 1.3 | -0.3

A draw from above in order of SMILES length, largest number first:
SMILES | DAGLB inhibitor | Arr AP2 block | CAL PDZ FP-1 | NSD2 inh | V-ATPase pHluor | Keap1 Nrf2 FP | Cardiac RTF inh | DSG3 Ab inh | C-LANA FP | CAL PDZ FP-2
CC1CCN(C(=O)c2[nH]cnc2C(=O)NC2CCN(C(=O)OC(C)(C)C)CC2)CC1 | -3 | 27 | 1 | / | 0 | -1 | -2 | 104 | -0.5 | 0.1
O=C(Cc1cccc([N+](=O)[O-])c1)Nc1cccc(C(=O)N2CCCC2)c1 | 0 | 34 | -1 | / | -4 | -1 | 11 | 100 | -2.8 | -1.3
CCOC(=O)c1[nH]c2ccc(Cl)cc2c1NC(=O)c1nonc1C | -6 | 5 | -4 | -6 | 1 | -3 | -4 | 101 | -0.7 | -3.6
Cc1cc(C)nc(NC(=O)c2c(-c3ccccc3Cl)noc2C)c1 | -4 | -16 | -3 | -1 | 2 | 2 | 4 | 99 | 0.2 | -1.4
COC(=O)/C(=C/Nc1ccc(O)cc1)[N+](=O)[O-] | 0 | 4 | 66* | / | 6 | 5 | -1 | / | -3.0 | 0.4
c1ccc(CSc2ccc3nnc(-c4cccnc4)n3n2)cc1 | -1 | -8 | 4 | 1 | 1 | 2 | -5 | 98 | 1.0 | -1.0
CCCCCC1CCC(c2ccc(C(N)=O)cc2)CC1 (configuration not stated) | -3 | 23 | -2 | / | 1 | 4 | -14 | 107 | 0.2 | /
CCCCOc1ccc(C(=O)NCc2ccco2)cc1 | -5 | 8 | -3 | / | -1 | -2 | 3 | / | -0.1 | -1.1

Other results
SMILES | DAGLB inhibitor | Arr AP2 block | CAL PDZ FP-1 | NSD2 inh | V-ATPase pHluor | Keap1 Nrf2 FP | Cardiac RTF inh | DSG3 Ab inh | C-LANA FP | CAL PDZ FP-2
CC(C)(C)OC(=O)C[C@@H]1C/C=C\C[C@@H](CC(=O)N(CCO)Cc2ccccc2)C(=O)N[C@H](Cc2c[nH]c3ccccc23)COC1=O | -2 | 25 | 15 | / | -4 | -1 | -4 | 100 | 1.0 | 0.0
O=C(c1cc(-c2ccc(Br)cc2)on1)N1CCCCCC1 | -2 | 11 | -6 | 6 | 11 | 4 | -28 | 107 | -0.2 | 0.1
Cc1cc(=O)n2nc(N3CCC(C(=O)NCCc4ccccc4)CC3)sc2n1 | 0 | -3 | -1 | 1 | 2 | 2 | -4 | 108 | 2.3 | -0.2
CC(C)(C)c1ccc(OCC(=O)NN2Cc3ccccc3C2=N)cc1 | 4 | 4 | / | 0 | 5 | -6 | 4 | 100 | -1.0 | -0.3
CC(C)C(=O)NC(=S)Nc1ccc(S(=O)(=O)NC2CCCCC2)cc1 | -3 | -6 | -6 | 0 | 0 | 1 | -2 | 105 | 0.2 | -2.1
O=S(=O)(c1ccc(Cl)cc1)c1nc(-c2ccco2)oc1N1CCCCC1 | 3 | 0 | 1 | 3 | 0 | -10 | -5 | 110 | 2.0 | -2.8
CSc1ccccc1NC(=O)CN(C)C(=O)C(C)SCc1nc2sc(C)c(C)c2c(=O)[nH]1 (configuration not stated) | 0 | -12 | -5 | 1 | -2 | -1 | 12 | 105 | 2.5 | -0.6
COCCN=C1NN=C(c2ccc(NC(C)=O)cc2)CS1 | -2 | -6 | -3 | -25 | -2 | 0 | 1 | 98 | -2.1 | -4.6
CCc1sc(-c2c(C#N)c(N)nc3c2CCCCCC3)cc1[N+](=O)[O-] | -5 | 25 | 2 | 0 | 0 | 1 | 1 | 105 | -0.2 | /
